# Screens deposited in PubChem by several laboratories.
# TLR9-MyD88 block: TLR9-MyD88 interaction inhibition. Q9NR96+Q99836. CHO BLA complementation TLR9-MyD88, CCF4 FRET ratio. inhibition, % at 4.98 µM. 340,000 tested, 0.21% active. AID 504734;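 active = inhibition above the mean over all tested compounds plus 3 SD, cut at about 21% in these data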;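 note: 0% = DMSO only wells and 100% = clavulanate BLA inhibitor control wells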
# NCOA1 inh: inhibitors of human steroid receptor coactivator 1 (SRC1). Q15788. HEK293 GAL4-SRC1 luciferase reporter, luminescence. inhibition, % at 3.6 µM. 360,000 tested, 0.12% active;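 active = inhibition above the campaign mean plus 3 SD, with each screening campaign given its own cutoff, cut at about 60% in these data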;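 note: 0% = DMSO treated cells and 100% = gossypol at 36 µM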
# EBV LMP1 NFkB: reduces LMP1-driven NF-kappaB luciferase signal | LMP1-induced NF-kappaB luciferase reporter cells, luminescence | inhibition, % at 12.5 µM | 350,000 tested, 0.69% active | AID 504558; in the data active = inhibition above about 41%;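 note: 0% = neutral control wells and 100% = reference inhibitor control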
# NOD2 RIPK2 PPI: inhibitors of human NOD2-RIPK2 interaction; O43353; CHO BLA complementation NOD2-RIPK2, CCF4 ratio; inhibition, % at 4.98 µM; 360,000 tested, 0.38% active; AID 624267; in the data active = inhibition above about 21%;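 note: 0% = vehicle only and 100% = reference blocker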
# Vif inh: HIV Vif inhibition. HEK293T cells, Vif self-association by quenched fluorescence, imaging, 24 h. 340,000 tested, 0.35% active. inhibition, % at 7.49 µM; in the data active = inhibition above about 50%, passing the limit was not always enough; note: some results filed as inactive read as strong as hits
# TRAIL sens C8: sensitizes caspase-8 expressing cells to TRAIL; 360,000 tested, 1% active; NB7+C8 cells + TRAIL, ATPlite viability luminescence; inhibition (viability loss, TRAIL sensitization), % at 10 µM;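 active = compounds causing at least 50% loss of cell viability in the single-dose screen, relative to plate controls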
# SRC3 inh: inhibits human SRC3 coactivator; Q9Y6Q9; HEK293 GAL4-SRC3 luciferase reporter, luminescence; inhibition, % at 3.6 µM; 360,000 tested, 0.17% active;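 active = inhibition above a per-campaign cutoff, the mean of all compounds plus 3 SD, cut at about 60% in these data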;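 note: 0% = DMSO-treated cells and 100% = gossypol-treated cells at 36 µM; higher means less SRC3-driven luciferase light from the GAL4 reporter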
# TROY signal inh: TROY signaling inhibition | inhibition, % at 10 µM | AID 1347056 | Q293 LMP1-TROYcd NF-kB luciferase reporter, 4 h | 360,000 tested, 0.98% active;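 active = compounds whose plate-normalised and pattern-corrected inhibition of the luciferase reporter signal at the single screening dose is 50% or more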
# SRC2 inh: human SRC2 (NCOA2) inhibition; Q15596; 370,000 tested, 0.17% active; AID 651957; HEK293 GAL4-SRC2 luciferase reporter, luminescence; inhibition, % at 9 µM;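 active = inhibition above the mean inhibition of all tested compounds plus 3 SD, set per campaign, cut at about 52% in these data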;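 note: 0% = DMSO treated cells and 100% = cells given Gossypol at 36 µM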
# LRH-1 inv ag: NR5A2 inverse agonism in reporter assay. HEK293T StAR-luciferase reporter, LRH-1 transfected, 24 h. 360,000 tested, 0.13% active. AID 602396. inhibition, % at 3.6 µM;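 active = inhibition above the mean inhibition of all tested compounds plus 3 SD, cut at about 73% in these data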;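 note: 0% = DMSO wells and 100% = reporter-only cells lacking LRH-1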
# Target sequence (O00482 whole entry, looked up): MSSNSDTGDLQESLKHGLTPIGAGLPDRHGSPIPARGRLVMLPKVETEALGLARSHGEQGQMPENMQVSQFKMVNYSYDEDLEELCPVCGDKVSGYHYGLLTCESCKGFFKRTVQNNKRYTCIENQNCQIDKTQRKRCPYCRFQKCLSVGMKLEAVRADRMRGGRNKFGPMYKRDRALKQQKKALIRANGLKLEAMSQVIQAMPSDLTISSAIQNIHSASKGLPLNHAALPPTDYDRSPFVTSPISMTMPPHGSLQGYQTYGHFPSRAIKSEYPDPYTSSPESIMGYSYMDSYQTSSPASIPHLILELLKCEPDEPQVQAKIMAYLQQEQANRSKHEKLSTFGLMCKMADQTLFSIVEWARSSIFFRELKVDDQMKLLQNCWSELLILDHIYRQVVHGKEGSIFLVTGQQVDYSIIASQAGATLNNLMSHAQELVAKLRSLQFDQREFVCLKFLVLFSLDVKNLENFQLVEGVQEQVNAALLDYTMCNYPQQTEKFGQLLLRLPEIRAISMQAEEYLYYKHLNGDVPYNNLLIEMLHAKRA
# COUP-TFII inh: blocks human COUP-TFII nuclear receptor. 370,000 tested, 0.7% active. P24468. inhibition, % at 8.6 µM. HEK293T NGFI-A luciferase reporter, luminescence;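 active = inhibition above a per-plate cutoff, mean inhibition of test wells between control levels plus 3 SD, cut at about 38% in these data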;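 note: cells cotransfected with COUP-TFII expression vector driving the NGFI-A reporter; 0% = median of COUP-TF2 test wells and 100% = reporter-only cells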
# Target sequence (P24468 whole entry, looked up): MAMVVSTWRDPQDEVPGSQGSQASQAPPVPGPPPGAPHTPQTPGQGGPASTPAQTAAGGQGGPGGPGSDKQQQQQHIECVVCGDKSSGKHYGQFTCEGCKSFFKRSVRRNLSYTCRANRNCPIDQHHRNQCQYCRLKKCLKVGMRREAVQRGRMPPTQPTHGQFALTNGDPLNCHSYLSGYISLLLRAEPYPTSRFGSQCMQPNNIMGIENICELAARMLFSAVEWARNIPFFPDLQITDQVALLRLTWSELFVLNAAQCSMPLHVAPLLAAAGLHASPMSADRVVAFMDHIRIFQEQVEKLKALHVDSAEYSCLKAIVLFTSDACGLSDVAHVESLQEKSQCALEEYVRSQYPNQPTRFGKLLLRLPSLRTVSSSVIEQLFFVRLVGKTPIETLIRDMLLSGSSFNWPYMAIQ
# * hit, by the source's call; . = no result given. Some of the compounds tested, so the mix of outcomes need not match the whole.
structure,EBV LMP1 NFkB,LRH-1 inv ag,TROY signal inh,NCOA1 inh,SRC3 inh,TLR9-MyD88 block,COUP-TFII inh,SRC2 inh,NOD2 RIPK2 PPI,TRAIL sens C8,Vif inh
Cc1cc2c(cc1S(=O)(=O)CCC(=O)NC1CCCCC1C)OCC(=O)N2 (stereo not drawn),-3,6,-3,4,-2,6,-9,-10,-20,2,33
Cc1ccc(S(=O)(=O)N(C)c2ccc(C(=O)N(C)Cc3nc4ccccc4c(=O)[nH]3)cc2)cc1,-3,-2,6,2,-5,9,-2,13,4,-16,2
O=C(CCSc1ccccc1)N1CCCC1,-3,-95,-16,-80,-68,-2,-47,-71,0,-2,0
O=C(/C=C/c1ccccc1)Nc1cccc(C(=O)O)c1,80*,-229,-21,-119,-102,-4,-39,-24,-1,81*,-2
CCOc1ccc(Nc2nc(NCc3ccco3)nc(N)c2[N+](=O)[O-])cc1,-5,5,-16,10,16,3,14,-15,-4,-12,19
CC(=O)OCCOc1nc(NC(C)C)nc(NC(C)C)n1,-10,1,8,-9,7,5,-7,-18,7,-2,-14
COc1ccc(N2CCN(C(=O)CCNS(=O)(=O)c3cccs3)CC2)cc1,1,20,13,1,7,-2,14,5,1,-13,2
CCOC(=O)N1CCC(NC(=O)c2cc(C(=O)Nc3ccc(OCC)cc3)ccc2CO)CC1,2,19,12,7,6,-10,-23,-4,-13,-5,.
Cc1ccc(S(=O)(=O)N2CCOCC2)cc1NC(=O)COC(=O)CCn1c(C)csc1=O,8,4,22,10,-17,-3,-6,4,-1,-6,4
CN(C)c1ccc(/C=N/NC(=O)c2ccc(-n3cnnn3)cc2)cc1,2,0,10,1,-15,-3,4,1,-3,-9,1
O=C(COc1ccccc1Cl)Nc1ccc(C(=O)c2ccc(C(=O)O)cc2)cc1,-6,-12,6,-3,11,-10,14,-2,2,-7,21
CC(C)Oc1cccc(C(=O)C2CCCN(C(=O)c3cc(C(F)(F)F)[nH]n3)C2)c1 (stereo not drawn),-2,2,5,5,-9,5,6,-7,6,-14,-6
O=[N+]([O-])c1ccc(C2CNC(c3ccccc3)O2)cc1 (stereo not drawn),-2,-5,9,1,-4,3,-4,-7,-8,0,-10
CCC[C@@H]1C[C@@]1(CCC)[C@@H](NC(=O)c1ccccc1)c1ccc(C(=O)OC)cc1,-10,17,12,-44,-3,-3,26,1,-10,25,27
CC(NC(=O)OCc1ccccc1)C(=O)Oc1cc2oc(=O)cc(-c3ccccc3)c2cc1Cl (stereo not drawn),9,0,37,21,31,34*,10,31,38*,-13,0
COC1c2ccccc2C(=O)N1Cc1ccc(F)cc1 (stereo not drawn),3,30,8,4,9,-1,0,19,-9,-20,0
COc1ccc(OCc2nc(N)nc(Nc3ccc(C)cc3)n2)cc1,-23,-28,-57,-15,-18,-5,-9,-38,1,-10,2
CN(C)c1ccnc(-n2cccc2/C=N/OCc2ccccc2)c1C#N,11,-14,8,-8,-9,8,-11,-30,1,-3,0
COc1ccc(CCOC(=O)CNC(=O)c2ccc(Cl)cc2Cl)cc1,1,10,1,14,13,2,-20,-28,-8,9,6
O=C(COC(=O)C1COc2ccccc2O1)NC1CCCCC1 (stereo not drawn),-2,5,8,14,5,-1,11,-6,-10,-10,22
CCN(CCO)CC1CCCC2CCCCC21 (stereo not drawn),.,11,-9,.,.,.,1,-20,-12,-3,.
COc1cccc(N/C(=N/C(=S)Nc2ccc(C)cc2C)Nc2nc(C)cc(C)n2)c1,13,-9,-10,-3,9,0,-23,-18,-5,13,13
COC(=O)COC(=O)c1ccc(Oc2nc(OC)nc(N(C)C)n2)cc1,4,2,-3,5,7,-6,0,11,-4,-5,12
CCN1CCN(C(c2cccs2)C(C)NC(=O)c2cccnc2)CC1 (stereo not drawn),6,-2,9,-2,7,0,-8,-36,-7,6,-3
CCOC(=O)c1sc(=NC(=O)CCS(=O)(=O)c2ccccc2)n(C)c1C,-1,8,5,2,15,-5,-1,8,-8,-5,-3
Cc1cc(C(=O)OCC(=O)N2CCCCCC2)ccc1[N+](=O)[O-],4,-5,-5,-9,9,-1,-5,-1,-3,-8,-3
COc1ccc(CCNC(=O)c2cc3c(cc2Cl)N2CCCCCC2=NS3(=O)=O)cc1,6,1,-3,-54,12,6,0,-18,10,-11,-3
Cc1cc(C)cc(NC(=O)CN2CCC(C(=O)c3ccccc3)CC2)c1,1,19,-30,4,7,-3,1,6,4,-11,-2
CCOC(=O)c1c(O)c2c(n(Cc3ccco3)c1=O)CCCC2,-3,-3,5,8,20,-1,1,8,2,-9,3
Cc1c(C(=O)N(C)Cc2ccccc2)oc2ccc(S(=O)(=O)N3CCCC3)cc12,-5,8,7,-37,4,0,-6,12,-1,-6,-8
COc1ccc(NC2CCCN(C(=O)c3ccc(OC)cc3OC)C2)cc1 (stereo not drawn),-9,15,-6,-16,10,7,-2,-10,1,-5,-4
C=CCn1c(SCC(=O)NC2CCCc3ccccc32)nnc1-c1ccncc1 (stereo not drawn),1,-1,9,2,-1,-33,-19,-14,-1,-4,1
Cc1sc(NC(=O)CN(Cc2ccccc2)C(=O)C2CC2)c(C(N)=O)c1C,8,-10,7,9,12,-5,15,6,-10,-3,2
Cc1c([N+](=O)[O-])nnn1-c1cc(Cl)cc(Cl)c1,5,12,8,-1,5,11,.,.,-2,1,0
CCCc1cc(=O)oc2cc(OCc3ccc(OC)cc3)c(Cl)cc12,2,-11,0,13,16,-1,6,2,3,3,3
CC(C)N(Cc1nc(-c2ccc(Cl)cc2)no1)C(=O)CCC1CCCC1,4,-2,-10,3,-1,10,-2,-3,-2,1,-1
CC(C)(C)c1nnc(N/N=C/c2ccccc2O)n(N)c1=O,23,-16,9,70*,79*,-2,14,33,17,14,-3
CCN(c1ccccc1)S(=O)(=O)c1ccc(OC)c(NC(=O)COc2ccc(C(C)=O)cc2)c1,-3,3,26,-13,-14,8,-3,-5,1,7,24
Cc1ccc2[nH]c3c(N4CCc5ccccc5C4)ncnc3c2c1,26,-23,32,-12,-6,-4,60*,-8,-4,32,-45
NNC(=S)Nc1ccc(C(F)(F)F)cc1Cl,2,1,16,-33,14,-17,-16,-26,-10,16,4
CCN(CC(=O)NCc1cccs1)C(=O)/C=C/c1cc(OC)c(OC)c(OC)c1,3,9,3,-12,-18,1,12,1,0,23,0
CCCn1cc(SCC(=O)Nc2ccc3c(c2)OCO3)c2ccccc21,-10,-18,0,-12,7,-13,10,-19,0,-8,-3
CCOc1ccc(C(=O)NCC(C)NC(=O)c2ccc(OCC)cc2)cc1 (stereo not drawn),-18,9,5,-14,2,-1,0,-18,10,-5,-2
O=S(=O)(c1ccc2c(c1)OCCO2)N1CCN(S(=O)(=O)c2ccccn2)CC1,0,4,-7,3,-10,3,7,3,0,2,-4
COc1cccc(OC(=O)CSc2nnc(-c3ccccc3Br)o2)c1,2,-2,4,-4,1,1,5,-8,-1,-15,2
Cc1cc2oc(=O)cc(C)c2cc1NC(=O)CCC(=O)O,13,-2,-5,6,0,-13,-37,4,1,-12,3
CCc1ccc(OCC(=O)Nc2cccc3nsnc23)cc1,-15,-11,-27,9,20,3,-6,-3,0,1,12
CC1=CC(C)(C)C(C(=O)O)C(C(=O)O)C1 (stereo not drawn),17,6,-7,-13,-7,-8,-12,-12,-10,-13,4
Cc1nc([N+](=O)[O-])cn1CC(O)c1ccc(-c2ccccc2)cc1 (stereo not drawn),5,-22,4,8,14,.,2,-21,-4,-14,2
CCC(C)N(C(=O)c1csnn1)C(C(=O)NC1CCCC1)c1ccc(F)cc1 (stereo not drawn),-2,-8,-15,-4,-16,4,3,-13,2,-2,26
CCCCC(=O)Nc1cccc(-c2nc3ncccc3o2)c1C,8,-31,-11,-12,-14,-5,-19,-7,-7,0,4

# Compounds from the list above that contain a Cl atom, in the order listed:
structure,EBV LMP1 NFkB,LRH-1 inv ag,TROY signal inh,NCOA1 inh,SRC3 inh,TLR9-MyD88 block,COUP-TFII inh,SRC2 inh,NOD2 RIPK2 PPI,TRAIL sens C8,Vif inh
O=C(COc1ccccc1Cl)Nc1ccc(C(=O)c2ccc(C(=O)O)cc2)cc1,-6,-12,6,-3,11,-10,14,-2,2,-7,21
CC(NC(=O)OCc1ccccc1)C(=O)Oc1cc2oc(=O)cc(-c3ccccc3)c2cc1Cl (stereo not drawn),9,0,37,21,31,34*,10,31,38*,-13,0
COc1ccc(CCOC(=O)CNC(=O)c2ccc(Cl)cc2Cl)cc1,1,10,1,14,13,2,-20,-28,-8,9,6
COc1ccc(CCNC(=O)c2cc3c(cc2Cl)N2CCCCCC2=NS3(=O)=O)cc1,6,1,-3,-54,12,6,0,-18,10,-11,-3
Cc1c([N+](=O)[O-])nnn1-c1cc(Cl)cc(Cl)c1,5,12,8,-1,5,11,.,.,-2,1,0
CCCc1cc(=O)oc2cc(OCc3ccc(OC)cc3)c(Cl)cc12,2,-11,0,13,16,-1,6,2,3,3,3
CC(C)N(Cc1nc(-c2ccc(Cl)cc2)no1)C(=O)CCC1CCCC1,4,-2,-10,3,-1,10,-2,-3,-2,1,-1
NNC(=S)Nc1ccc(C(F)(F)F)cc1Cl,2,1,16,-33,14,-17,-16,-26,-10,16,4
